Screening results (PubChem BioAssay)
Pin1 inh: blocks the human prolyl isomerase Pin1; Q13526; Pin1 FP peptide displacement, HiFluor488, 10 min; Potency, µM (top dose mostly 115 µM), inactives show top-dose activity, negative = inhibition, hits mostly inhibitors; 390,000 tested, 0.009% active; active = well fitted inhibition curve with a large enough effect in the polarisation, with a control signal flat, not every such curve was filed as active; inconclusive = small, poorly fitted or top-dose-only effect, or effect the other way, or a change in a side signal; inactive = no such curve, though single readings can be large or run the other way; the % refers to the polarisation; also: potency is read from the fitted curve at half-maximal effect; % is scaled to controls: 0 for no effect and ±100 for the full control effect
Target sequence (Q13526 whole entry, looked up): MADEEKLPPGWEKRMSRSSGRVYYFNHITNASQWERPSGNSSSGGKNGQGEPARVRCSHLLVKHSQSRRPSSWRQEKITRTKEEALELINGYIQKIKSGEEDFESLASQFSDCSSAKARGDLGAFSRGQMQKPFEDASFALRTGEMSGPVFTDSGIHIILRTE
GLS inh: glutaminase GLS (human) inhibition. O94925. GLS enzymatic activity, qHTS titration. Potency, µM (doses to about 45.5 µM), for the others: at the highest dose activity change, negative = inhibition, most hits filed as inhibitors. 410,000 tested, 0.21% active. AID 624170; also: potency is read from the fitted curve at half-maximal effect; % is scaled to controls: 0 for no effect and ±100 for the full control effect
Target sequence (O94925 whole entry, looked up): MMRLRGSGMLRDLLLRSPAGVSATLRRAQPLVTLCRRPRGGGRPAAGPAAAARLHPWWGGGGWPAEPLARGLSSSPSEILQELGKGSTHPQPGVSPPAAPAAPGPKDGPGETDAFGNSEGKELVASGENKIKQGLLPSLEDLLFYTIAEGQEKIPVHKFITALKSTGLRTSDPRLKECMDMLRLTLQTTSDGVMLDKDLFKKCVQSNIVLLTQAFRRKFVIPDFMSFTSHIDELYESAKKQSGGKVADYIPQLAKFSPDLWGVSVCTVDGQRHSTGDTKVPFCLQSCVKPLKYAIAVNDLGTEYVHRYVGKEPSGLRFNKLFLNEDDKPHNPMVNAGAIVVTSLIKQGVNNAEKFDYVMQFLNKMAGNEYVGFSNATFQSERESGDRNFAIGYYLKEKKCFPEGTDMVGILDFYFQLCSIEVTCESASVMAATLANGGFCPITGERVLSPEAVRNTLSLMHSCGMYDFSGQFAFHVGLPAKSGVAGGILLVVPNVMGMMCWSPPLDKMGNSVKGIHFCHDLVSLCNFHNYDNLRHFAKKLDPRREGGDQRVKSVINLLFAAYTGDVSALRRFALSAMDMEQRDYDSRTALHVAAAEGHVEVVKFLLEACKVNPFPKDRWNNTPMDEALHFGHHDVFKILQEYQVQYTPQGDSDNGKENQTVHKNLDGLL
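Two-point fluorescence kinetic (t0, 30 min RT) for hKGA; glutamate detected via glutamate oxidase–HRP–Amplex Red. Substrate: 1 mM L-glutamine solution; buffer 45 mM KH2PO4, pH 8.2.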
JMJD2A Tudor: inhibitors of human JMJD2A Tudor domain; O75164; AlphaScreen JMJD2A-Tudor / H3K4me3 peptide binding; Potency, µM (highest dose often 114 µM), inactives show at the highest dose activity change, negative = inhibition, most hits filed as inhibitors; 390,000 tested, 4.4% active; also: potency is read from the fitted curve at half-maximal effect; % is scaled to controls: 0 for no effect and ±100 for the full control effect; nearly all actives have a fitted effect of over 50% in size
HP1b chromo inh: blocks HP1-beta chromodomain binding to methylated histone tails. 390,000 tested, 0.56% active. P83916. Potency, µM (titrated, usually from 114 µM), for the others: top-dose activity change, negative = inhibition, usual class: inhibitors. AlphaScreen HP1-beta / biotin-H3K9me3 peptide binding; also: potency is read from the fitted curve at half-maximal effect; nearly all actives have a fitted effect of over 70% in size; inactives centre near 23
Target sequence (P83916 whole entry, looked up): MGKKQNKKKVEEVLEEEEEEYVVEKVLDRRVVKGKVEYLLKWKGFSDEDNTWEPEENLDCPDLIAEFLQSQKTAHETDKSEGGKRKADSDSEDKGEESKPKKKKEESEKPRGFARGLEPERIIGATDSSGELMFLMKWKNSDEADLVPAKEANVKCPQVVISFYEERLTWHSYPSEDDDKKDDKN
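AlphaScreen: HP1-beta (50 nM) preformed 30 min with biotin-H3(1-18)K9me3 peptide (50 nM) in PBS pH 7.4, 0.01% Tween-20. Compound added for 30 min at RT, then streptavidin donor/nickel chelate acceptor beads (10 ug/mL) for 30 min.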
Tb PGK inh: blocks T. brucei phosphoglycerate kinase. Potency, µM (series often up to 57.5 µM), for the others: at the highest dose activity change, negative = inhibition, actives largely listed as inhibitors. PGK/GAPDH coupled, Kinase-Glo luminescence, 60 min. P07378. 380,000 tested, 0.043% active; also: potency is read from the fitted curve at half-maximal effect; % is scaled to controls: 0 for no effect and ±100 for the full control effect; nearly all actives have a fitted effect of over 60% in size
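Luminescent ATP detection (Kinase-Glo Plus) follows a 60-minute room-temperature incubation, with wells lacking PGK as controls. Buffer: 100 mM TEA (pH 7.6), 5 mM MgCl2, 0.01% Tween-20. Coupling enzyme GAPDH (100 nM final) supplies unstable 1,3-BPG in-well.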
BAZ2B block: BAZ2B (human) inhibition; Q9UIF8; AlphaScreen BAZ2B-H3K14Ac peptide displacement; Potency, µM (top dose mostly 114 µM), without a hit: at the highest dose activity change, negative = inhibition, usual class: inhibitors; 360,000 tested, 4.4% active; also: potency is read from the fitted curve at half-maximal effect; % is scaled to controls: 0 for no effect and ±100 for the full control effect; nearly all actives have a fitted effect of over 60% in size
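AlphaScreen displacement: compounds (up to 110uM) incubated 30 min at room temperature with a preformed 50 nM BAZ2B/50 nM biotinylated H3K14Ac peptide complex in PBS pH 7.4 with Tween-20. Donor and acceptor beads at 10 ug/mL final added, 20 min light-protected before reading.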
PI4K2A inh: PI4K2A (human) kinase inhibition; activity change, negative = inhibition, % at 76.9 µM; purified PI4K2A, ADP-Glo luminescence, 1 h; active compounds read low; Q9BTU6; 420,000 tested, 0.13% active; AID 1346378; in the data active = activity change below about -50%; inconclusive = mostly about -30% to -49%;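 also: -100% = wells without enzyme as full effect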
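PI4K2A activity was measured by ADP-Glo luminescence: enzyme (4 ug/mL stock) and phosphatidylinositol (1.2 mM stock) in Tris pH 7.5/MgCl2/EGTA/Triton X-100 buffer were reacted with ATP (300 microM stock) for one hour at ambient temperature.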
G9a inh: G9a (human) methyltransferase inhibition. G9a H3K9 monomethylation, AlphaScreen, 2 h. 350,000 tested, 8.8% active. Q96KQ7. AID 504332. Potency, µM (highest dose often 102 µM), for inactives: at the top dose activity, negative = inhibition, actives largely listed as inhibitors; also: potency is read from the fitted curve at half-maximal effect; % is scaled to controls: 0 for no effect and ±100 for the full control effect; nearly all actives have a fitted effect of over 75% in size
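AlphaScreen read-out: biotin-H3K9 peptide (500 nM) methylation by 20 nM enzyme with 20 uM SAM, 2 h at room temperature after 15 min compound preincubation; anti-monomethyl H3K9 antibody plus donor/acceptor beads, 10 min dark.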
Pol eta inh: DNA polymerase eta (human) inhibition | 390,000 tested, 1.2% active | Potency, µM (highest dose often 114 µM), inactives show top-dose activity change, negative = inhibition, actives largely listed as inhibitors | Q9Y253 | recombinant Pol eta, fluorescent DNA replication assay; also: potency is read from the fitted curve at half-maximal effect; % is scaled to controls: 0 for no effect and ±100 for the full control effect
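Fluorescent replication assay: 50 nM final substrate added after a 15 min room-temperature compound preincubation with 10 nM enzyme. Signal taken at 0 min and again at 10 min.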
* marks the source's active call; other numbers are inactive results; i = inactive; ? = inconclusive; nt = not tested or not shown; [ ] = dose if it differs, or a comment. Unless noted, calls follow the shape of the dose curve; as a rule, active = well fitted curve in the direction sought with a large enough effect; inconclusive = small, poorly fitted or top-dose-only effect, or another doubt; inactive = no such curve, though single readings can be large; an effect the other way counts as inactive or inconclusive.

SMILES | Pin1 inh | GLS inh | JMJD2A Tudor | HP1b chromo inh | Tb PGK inh | BAZ2B block | PI4K2A inh | G9a inh | Pol eta inh
Cc1ccc(N2C(=O)NC(=O)/C(=C/c3cnc(-c4ccccc4)nc3)C2=O)cc1C | ? | -10% | 79µM* | -16% | 3% | -2% | -7 | 10µM* | 3%
CC1(C)CN=C(Nc2ccc(F)c(F)c2)S1 | -2% | 10% | -3% | 30% | 10% | 5% | -5 | 4% | -13%
Cc1cc(=O)oc2c(C)c(OCC(=O)N3CCC(C(=O)O)(c4ccccc4)CC3)ccc12 | -6% | -6% | -5% | 28% | -1% | 0% | 7 | -4%[12.7 µM] | -13%
CC(C#N)CCC#N (stereo not drawn) | -1% | 0% | 6% | 65%[activator] | i | 7% | 5 | -6%[0.501 µM] | -7%
Cc1nc2c(c(=O)[nH]1)C(c1ccccc1Cl)c1c(c3ccccc3oc1=O)O2 (stereo not drawn) | 2% | 11% | -10% | 38% | -8% | -2% | -5 | 18%[59 µM] | -13%
Cn1c(O)c(C=NCCOc2ccc(Cl)cc2)c(=O)n(C)c1=O | -11% | 10% | -6% | 27% | -4% | 5% | 9 | 1%[12.7 µM] | 8%
CN1C(=O)C(=Cc2ccc(OCCN(C)c3ccccn3)cc2)C(=O)N(C)C1=O | 10% | -3% | -8% | 44%[activator] | 0% | 0% | -8 | ? | -5%
CCOC(=O)CC(SP1(=S)OCC2(CCCCC2)CO1)C(=O)OCC (stereo not drawn) | ? | 10% | 36%[activator] | 68%[activator] | i | nt | -1 | nt | ?
O=C(CNC(=O)OCc1ccccc1)Nc1ccc(Br)cc1C(=O)c1ccccc1Cl | 4% | 11% | -4% | 7% | 2% | 10% | -8 | 10% | -11%
CC(C)(C)c1ccc(C(=O)NC(=S)Nn2cnnc2)cc1 | 1% | 15% | -17% | -5% | 1% | 8% | 4 | 32µM* | -19%
Cc1ccc(-n2c(=O)c3ccc(C(=O)NCc4ccccc4Cl)cc3n(CC(=O)Nc3cccc(Cl)c3)c2=O)cc1 | 22% | 4% | -5% | 61%[activator] | -5% | nt | -7 | 26%[59 µM] | -9%
CN(c1ccccc1)S(=O)(=O)c1ccc2ccccc2c1 | 4% | 1% | 58%[activator] | 102%[activator] | -2% | 46%[activator] | -2 | 28% | -18%
CCOP(=O)(Cc1cc(C#N)oc1C)OCC | -3% | 0% | 0% | 23% | -10% | -2% | -1 | ? | -13%
O=c1c(C=Nc2cccnc2Cl)c(O)n(CCCCl)c(=O)n1C1CCCCC1 | ? | -4% | -19% | 35% | 0% | 4% | -5 | ? | -17%
C=COCCn1c(C)c(C(=O)OCC)c2cc(O)ccc21 | -4% | 28% | -11% | 33% | i | 7% | 2 | -23% | -18%

2 of these compounds, reformatted.
Sequence of screens: Pin1 inh, GLS inh, JMJD2A Tudor, HP1b chromo inh, Tb PGK inh, BAZ2B block, PI4K2A inh, G9a inh, Pol eta inh
Cc1nc2c(c(=O)[nH]1)C(c1ccccc1Cl)c1c(c3ccccc3oc1=O)O2 (stereo not drawn)
  2%, 11%, -10%, 38%, -8%, -2%, -5, 18%[59 µM], -13%
Cn1c(O)c(C=NCCOc2ccc(Cl)cc2)c(=O)n(C)c1=O
  -11%, 10%, -6%, 27%, -4%, 5%, 9, 1%[12.7 µM], 8%

Next part:
SMILES | Pin1 inh | GLS inh | JMJD2A Tudor | HP1b chromo inh | Tb PGK inh | BAZ2B block | PI4K2A inh | G9a inh | Pol eta inh
O=C(c1ccc(N2CCCCC2)c([N+](=O)[O-])c1)N1CCC2(CC1)OCCO2 | 2% | 4% | -23% | -7% | 5% | -9% | 0 | ? | -2%
CCOC(=O)C1(CCc2ccccc2)CCN(Cc2cccc3cnccc23)CC1 | 1% | 15% | -12% | 40%[activator] | 9% | ? | -1 | ? | -24%
C=CCOC(=O)COc1cc(C)cc2oc(=O)c3c(c12)CCC3 | -2% | -5% | -2% | 60%[activator] | i | 8% | 2 | 10%[12.7 µM] | -10%
O=C1NC(=O)N(Cc2ccc(F)cc2)C(=O)/C1=C\c1ccc(N2CCCC2)cc1 | ? | 1% | ? | -18% | -3% | ? | -15 | 45µM* | 32µM*
Cc1oc(-c2ccccc2F)nc1CS(=O)CC(=O)N1CCC2(CC1)OCCO2 (stereo not drawn) | 1% | nt | 25% | 33% | 12% | 0% | 2 | ? | -3%
CC12CC(c3ccccc3O1)C(C(=O)OCc1ccccc1)C(=O)N2 (stereo not drawn) | -1% | 5% | -10%[57.1 µM] | 30% | -2% | -9% | 1 | -16%[59 µM] | 10%
CCOP(=O)(OCC)C(NC(=O)c1cccc2ccccc12)C(Cl)(Cl)Cl (stereo not drawn) | 1% | -9% | -10% | 31% | i | 3% | -4 | 30%[59 µM] | -17%
Fc1cccc(F)c1CN1CCN(Cc2c(F)cccc2F)CC1 | -16% | 2% | -8% | 18% | -1% | nt | -2 | -5%[59 µM] | 6%
c1ccc(CN2CCNCC2)nc1 | 5% | 2% | 45µM* | 10% | -2% | 71µM* | -1 | 35µM* | -1%
C=CCCC1(CC(C)C)C(=O)NC(=S)NC1=O | 3% | 3% | -15% | 14% | -7% | nt | -6 | nt | -16%
C[C@]12CCC3C(CC[C@H]4C[C@@H](O)CC[C@]34C)[C@H]1C=CC2=O (stereo partly drawn) | 0% | -10% | -4% | 19% | -1% | nt | 7 | nt | 9%
O=c1c2ccc(Cl)cc2[nH]c(=S)n1-c1cccnc1 | -5% | 0% | 18µM* | 22% | -3% | -21% | -6 | 20µM* | -7%
COC(=O)C1=C(c2cc3ccccc3o2)C[C@@H]2CC[C@H]1N2C(=O)NC1CCCCC1 | 1% | -4% | -16% | 40%[activator] | 6% | nt | 1 | nt | -24%
C=CCn1c(O)c(C=NCCCOc2ccc(CC)cc2)c(=O)[nH]c1=S | ? | 2% | -17% | 24% | -11% | 1% | 1 | ? | -15%
C1CC2OC2CC1C1CO1 (stereo not drawn) | -5% | 1% | -12% | 51%[activator] | 0% | ? | -7 | -18%[0.501 µM] | -10%
CN(C)C(Cc1ccccc1)C(=O)c1c[nH]c2ccccc12 (stereo not drawn) | -8% | -2% | -23% | 53%[activator] | i | -9% | 1 | 15% | -10%
COc1cccc(C2SCC(=O)Nc3c2c(C)nn3-c2ccc(C)c(Cl)c2)c1OC (stereo not drawn) | -1% | -2% | 3% | 66%[activator] | nt | 2% | -4 | -25%[59 µM] | nt
ON1C2CCCCC2N(O)C1c1ccccc1F (stereo not drawn) | 2% | -6% | -10% | -5% | 2% | -4% | 2 | ? | -21%
CN(C)CP(=O)(O)CN(C)C=O | 1% | 10% | -29% | 19% | -3% | -7% | -2 | ? | -11%
COc1cc(O)cc2c1cc([N+](=O)[O-])c1c(C(=O)O)cc3c(c12)OCO3 | -11% | 18% | -35% | 0% | i | nt | 0 | nt | -13%
Cc1cccc(NP(=O)(Oc2ccccc2F)Oc2ccccc2F)c1 | -6% | 15% | 6% | 48%[activator] | 1% | 1% | -2 | 12%[59 µM] | -11%
Cc1cccc(-n2c(-c3ccco3)nc3ccccc3c2=O)n1 | -3% | -2% | -6%[57.1 µM] | 34% | -3% | -2% | 5 | 9%[12.7 µM] | -19%
c1ccc(N2C3C4CC(C5CCCC54)C32)cc1 (stereo not drawn) | -4% | -6% | 76%[activator] | 119%[activator] | 4% | nt | -3 | nt | -19%
CN(C(=O)CSc1nc2ccc(NC(=O)COc3ccccc3)cc2s1)c1ccccc1 | 68%[activator] | 4% | -16% | 43%[activator] | i | -37% | -5 | -35%[59 µM] | -9%
Cc1cccc(-n2c(C)n[nH]c2=S)c1C | 1% | 23% | 45µM* | 45%[activator] | -4% | 5% | 2 | ? | 1%
CC(Cc1cccs1)NCc1ccccc1 (stereo not drawn) | 3% | 3% | -3% | 22% | -3% | 5% | 3 | 14% | -2%
O=C1NC(=O)C(=Cc2cccc(OCCOc3ccccc3)c2)C(=O)N1 | 2% | ? | ? | -5% | -3% | 15% | -26 | 35µM* | -1%
Cc1cc(C(=O)Cn2nnc(-c3ccc(Cl)cc3)n2)c(C)n1-c1ccccc1 | 23% | -3% | -12% | 21% | 2% | -33% | -4 | 5%[59 µM] | -27%
COc1ccc(OCC(=O)N2CCN(CC3CC4C=CC3C4)CC2)cc1 (stereo not drawn) | 4% | 8% | 5.6µM* | ? | i | 50µM* | 5 | 18µM* | 1%

Five compounds from above, ordered by number of heavy atoms, low to high.
SMILES | Pin1 inh | GLS inh | JMJD2A Tudor | HP1b chromo inh | Tb PGK inh | BAZ2B block | PI4K2A inh | G9a inh | Pol eta inh
CC(Cc1cccs1)NCc1ccccc1 (stereo not drawn) | 3% | 3% | -3% | 22% | -3% | 5% | 3 | 14% | -2%
c1ccc(N2C3C4CC(C5CCCC54)C32)cc1 (stereo not drawn) | -4% | -6% | 76%[activator] | 119%[activator] | 4% | nt | -3 | nt | -19%
COc1cc(O)cc2c1cc([N+](=O)[O-])c1c(C(=O)O)cc3c(c12)OCO3 | -11% | 18% | -35% | 0% | i | nt | 0 | nt | -13%
Cc1cc(C(=O)Cn2nnc(-c3ccc(Cl)cc3)n2)c(C)n1-c1ccccc1 | 23% | -3% | -12% | 21% | 2% | -33% | -4 | 5%[59 µM] | -27%
CN(C(=O)CSc1nc2ccc(NC(=O)COc3ccccc3)cc2s1)c1ccccc1 | 68%[activator] | 4% | -16% | 43%[activator] | i | -37% | -5 | -35%[59 µM] | -9%

This is a subset. The share of hits here may be higher or lower than overall.
